Screening data (PubChem)
HEK293 NFkB inh = lowers PMA/ionomycin-induced NF-kB signal in HEK293 cells; HEK-293 NF-kB luciferase reporter, luminescence; inhibition, % at 3 µM; 62,000 tested, 0.21% active; AID 465;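 active means inhibition above the mean of all tested compounds plus 3 SD, cut at about 40% in these data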;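 further: 0% = stimulated DMSO wells and 100% = 10 µM reference inhibitor 5653914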
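Reagent: PMA plus ionomycin mix as NF-kB-activating stimulus. Assay system: NF-kB luciferase reporter HEK-293 cells. Technique: luminescence from luciferase substrate reagent. Incubation: 1 h compound pre-incubation, 16 h PMA/ionomycin at 37 °C. Benchmarks: DMSO only as uninhibited control, 10 µM reference inhibitor as full inhibition. Repeats: tested once.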
S1P1 ag pot = S1P1 (human) agonism or agonism potentiation; S1P1 CRE-bla cells, forskolin, beta-lactamase FRET, potentiator mode; S1P1 agonist co-added at EC20, 2 nM; 100% = saturating reference agonist, 0% = basal; activation, % at 9.5 µM; 56,000 tested, 0.57% active; AID 449;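 active means activation above a cutoff set at the mean activation of all tested compounds plus 3 SD, cut at about 54% in these data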;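 further: forskolin at 4 µM as EC80 and the EC20 agonist is SEW2871; 100% = SEW2871 at its EC100 plus forskolin at EC80; some compounds past the cut are filed as inactive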
D1 mod = allosterically modulates the human D1 dopamine receptor; P21728; HEK293 D1, CRE-luciferase, dopamine EC30 potentiation; actives deviate in either direction; B-score at 10 µM; 58,000 tested, 5.9% active;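 active means luminescence count or its row- and column-corrected plate score outside the 99.7% band of the plate's sample wells, on either side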
M1 agonist = M1 muscarinic receptor agonism | CHO-M1 cells, Fluo-4 calcium fluorescence, agonist mode; active compounds read high | AID 626 | B-score at 10 µM | 64,000 tested, 3% active;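 active means fluorescence rise, raw or as B-score row- and column-corrected plate score, outside the 99.7% band of its plate's samples, either direction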
Jurkat viability = cytotoxicity toward Jurkat cells; 56,000 tested, 1.2% active; inhibition, % at 4 µM; AID 463; Jurkat E6.1 viability, ATP luminescence, 48 h;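 active means inhibition above the mean inhibition of all tested compounds plus 3 SD, cut at about 28% in these data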
M1 antagonist = antagonists of rat M1 muscarinic receptor; B-score at 10 µM; CHO-M1 cells, Fluo-4 calcium, ACh EC80 antagonist mode; active compounds read low; 64,000 tested, 3.4% active; P08482;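 active means calcium fluorescence response, raw or row-and-column corrected B-score, differing from the plate sample mean either way at a set confidence level, mostly lower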
Target sequence (P08482 whole entry, looked up): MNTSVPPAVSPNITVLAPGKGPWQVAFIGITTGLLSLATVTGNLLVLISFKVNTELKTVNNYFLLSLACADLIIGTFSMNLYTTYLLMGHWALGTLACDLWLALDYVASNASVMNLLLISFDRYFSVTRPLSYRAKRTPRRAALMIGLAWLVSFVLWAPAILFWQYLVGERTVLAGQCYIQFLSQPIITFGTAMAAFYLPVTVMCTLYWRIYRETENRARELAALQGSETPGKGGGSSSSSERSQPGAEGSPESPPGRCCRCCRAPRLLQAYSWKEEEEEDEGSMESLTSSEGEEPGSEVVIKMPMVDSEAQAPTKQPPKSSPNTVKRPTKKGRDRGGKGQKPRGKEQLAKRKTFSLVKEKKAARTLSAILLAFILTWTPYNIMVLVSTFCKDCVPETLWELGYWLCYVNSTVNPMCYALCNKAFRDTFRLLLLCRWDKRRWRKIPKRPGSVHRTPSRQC
TNAP act DEA = human TNAP activation, intermediate phosphate acceptor. P05186. purified TNAP, CDP-star luminescence, 100 mM DEA, 30 min; active compounds read high; scale: 0 levamisole-inhibited, 1 vehicle-only enzyme. activation factor at 20 µM. 64,000 tested, under 10 active;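 active means activation factor of at least 2 at 20 µM, relative to controls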
Target sequence (P05186 whole entry, looked up): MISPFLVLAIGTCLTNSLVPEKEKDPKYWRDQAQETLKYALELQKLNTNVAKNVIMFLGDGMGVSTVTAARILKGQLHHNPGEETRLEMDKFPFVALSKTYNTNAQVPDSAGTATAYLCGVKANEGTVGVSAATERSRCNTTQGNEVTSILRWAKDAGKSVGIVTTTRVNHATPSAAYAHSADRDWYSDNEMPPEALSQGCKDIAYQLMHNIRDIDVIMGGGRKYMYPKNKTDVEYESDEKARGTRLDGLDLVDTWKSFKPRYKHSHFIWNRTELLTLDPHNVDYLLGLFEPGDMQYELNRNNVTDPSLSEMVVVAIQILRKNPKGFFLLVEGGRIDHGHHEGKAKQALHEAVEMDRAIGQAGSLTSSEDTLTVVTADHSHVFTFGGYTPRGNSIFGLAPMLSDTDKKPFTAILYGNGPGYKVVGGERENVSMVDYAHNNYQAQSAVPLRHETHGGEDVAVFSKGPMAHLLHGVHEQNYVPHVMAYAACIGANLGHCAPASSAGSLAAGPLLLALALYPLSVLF
S1P3 ag = activates the human S1P3 receptor; Q99500; S1P3 NFAT-BLA reporter cells, agonism, FRET ratio; relative to 1 µM S1P, basal subtracted; activation, % at 4.5 µM; 60,000 tested, 0.1% active; AID 373;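 active means activation above the screen-wide mean plus 3 SD, cut at about 4.5% in these data, passing the limit was not always enough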; further: some compounds called inactive have numbers as strong as hits
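Benchmarks: high control 1 µM S1P / System: stable CHO line with human S1P3, Gα16, NFAT-BLA reporter / Dosing: single compound concentration, 4.5 µM final / Timing: 4 h compound at 37 °C, 2 h substrate at RT / Measured by: FRET β-lactamase substrate fluorescence, excitation 405 nm, 460/535 nm emission ratio, background-subtracted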
E coli RNAP = blocks E. coli RNA polymerase transcription; 62,000 tested, 0.2% active; inhibition, %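 (tested at 10 µM)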; AID 559; fluorescence transcription assay; P0A8V2; in the data active means inhibition above about 20%;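 further: 0% = enzyme without compound and 100% = no enzyme blank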
An asterisk follows results filed as active; x = not tested or not shown.

SMILES | HEK293 NFkB inh | S1P1 ag pot | D1 mod | M1 agonist | Jurkat viability | M1 antagonist | TNAP act DEA | S1P3 ag | E coli RNAP
O=C(CN1C(=O)C2CC=CCC2C1=O)OCCN1C(=O)c2ccccc2C1=O (configuration not stated) | 10 | -12 | -0.65 | -0.0084 | 8 | 0.25 | 1 | 0.6 | -7
Cc1cccc(N2CCN(C(=O)c3ccc(CS(=O)(=O)c4ccccc4C)o3)CC2C)c1 (configuration not stated) | 42* | 6 | -0.12 | 9.2* | 94* | -2.2* | 0.9 | -1.8 | -1
O=C(NCc1nc2ccccc2[nH]1)c1ccc(S(=O)(=O)N2CCOCC2)cc1 | 14 | x | x | 0.72 | x | -0.5 | 0.9 | x | 9
Cc1nc(NCCCn2ccnc2)c2oc3ccccc3c2n1 | 24 | 15 | 2.5 | 0.02 | 8 | -0.89 | 1 | -1.8 | -9
O=C(NCCc1ccccc1)C1CC(=O)N(C2CCCCCC2)C1 (configuration not stated) | 10 | -11 | -0.18 | -0.6 | 3 | -1.2 | 0.8 | -1.0 | 0
Cc1ccc(S(=O)(=O)NCCCCCC(=O)NC(C)(C)CO)cc1 | 1 | 9 | -0.041 | -0.56 | -7 | -0.12 | 1 | -0.1 | 5
C=CCc1cccc2cc(C(=O)N3CCN(C(=O)OCC)CC3)c(=O)oc12 | -7 | -25 | -0.15 | 0.69 | -6 | 0.4 | 0.9 | -0.6 | 8
COc1ccc(N(CC(=O)Nc2cccc(SC)c2)S(C)(=O)=O)cc1 | 10 | -10 | -0.088 | -0.0053 | 6 | 0.022 | 0.9 | -1.2 | 0
Cc1nnc2sc(-c3cc4ccccc4o3)nn12 | -3 | -7 | 1.5 | x | 7 | x | 0.9 | 0.1 | 5
CCOC(=O)NC1(NCc2ccccc2)Oc2ccccc2O1 | 18 | -10 | 0.066 | -0.31 | 16 | 0.49 | 0.9 | -1.0 | 5
COc1ccc(OC)c(C(=O)CN2C(=O)NC(C)(c3ccccc3)C2=O)c1 (configuration not stated) | 14 | 6 | x | -1.4 | -3 | 0.31 | 0.9 | -0.5 | 3
Cc1ccc(-c2cn(S(=O)(=O)c3cccc4nsnc34)nc2N)cc1 | 16 | x | -0.29 | 0.44 | 9 | 0.092 | 0.9 | -1.3 | -3
O=C(Nc1ccc(N2CCN(C(=O)c3ccccc3)CC2)cc1)c1ccc(Br)o1 | 17 | 1 | 0.051 | 0.7 | 0 | -0.63 | 1 | -0.1 | 1
CCOC(=O)N1CCN(S(=O)(=O)c2cccs2)CC1 | 10 | x | 0.38 | -0.055 | 0 | -0.13 | 0.9 | -0.2 | 12
O=C(CSc1nc2ccccc2o1)c1cc2ccccc2oc1=O | 1 | 16 | 0.53 | 0.79 | 9 | 0.33 | 1 | -0.3 | -2
CCOc1ccc(NC(=O)CSC2=C(C#N)C(c3ccc4c(c3)OCO4)CC(=O)N2)cc1 (configuration not stated) | x | 9 | x | 0.28 | x | -0.014 | 0.9 | -2.7 | 8
Cc1nc(NC(=O)c2cccnc2)ccc1Br | 6 | -12 | 0.015 | -0.099 | -2 | -0.81 | 1 | 0.3 | 6
CN(C)CC(C)(C)CNC(=O)C1CCN(Cc2ccccc2O)CC1 | 2 | 7 | -1.2 | 0.74 | 0 | 0.46 | 1 | 0.3 | -3
COc1ccc(-c2cc(C(=O)Nc3c(C)nn(Cc4ccccc4Cl)c3C)no2)cc1OC | 15 | -26 | -2 | -0.91 | 1 | -0.36 | 0.9 | 0.3 | 8
CCOc1ccc(-n2c3nc4ccccc4nc3c3c(=O)n(Cc4ccco4)cnc32)cc1 | x | 0 | x | 0.14 | x | 0.006 | 0.8 | -0.2 | 22*
O=C(COC(=O)C1c2ccccc2Oc2ccccc21)NC1CCS(=O)(=O)C1 (configuration not stated) | 8 | 13 | -0.02 | -0.05 | -3 | 1.3 | 0.9 | -0.8 | 11
Cn1c(-c2cc(Br)ccc2O)n[nH]c1=S | -2 | -13 | 0.054 | -0.89 | -5 | 0.88 | 0.9 | -0.7 | -3
COc1ccccc1CNS(=O)(=O)c1cc(C)ccc1OC | 16 | 3 | 0.55 | -0.032 | -5 | -0.025 | 0.9 | -0.2 | -5
CCOc1ccc(-n2c(=O)c3sccc3n(CC(=O)NCc3ccco3)c2=O)cc1 | 16 | -4 | 0.05 | -0.035 | -9 | -0.2 | 0.9 | -0.3 | 5
C=CCN1C(=O)C2(c3ccccc31)C1CCCC=C1C(C#N)=C(N)C2(C#N)C#N (configuration not stated) | 0 | 19 | 0.4 | -0.73 | -2 | 0.05 | 0.9 | -0.5 | 4
COc1ccccc1NS(=O)(=O)c1ccc(NC(C)=O)cc1 | 6 | x | 0.34 | -1.7 | -3 | -1.1 | 0.9 | 1.2 | 10
CC1CCc2c(C(=O)N3CCN(S(=O)(=O)c4cccs4)CC3)csc2C1 (configuration not stated) | 5 | -4 | 0.61 | -0.28 | 2 | 1 | 0.9 | -0.5 | x
CCN(C(=O)CSc1nc2nc(C)cc(C)n2n1)c1ccccc1 | 12 | 4 | -0.016 | 0.076 | -2 | -0.0026 | 0.9 | -1.8 | 0
COC(=O)c1cccc(Oc2nc3c(c(=O)n(C)c(=O)n3C)n2Cc2ccc(C)cc2)c1 | 19 | -9 | 1 | 0.28 | 5 | 0.11 | 1 | -1.8 | -2
CN(C(=O)CSc1nnc(-c2ccco2)o1)C1CCCCC1 | 4 | 14 | 0.27 | -0.2 | -3 | 0.064 | 0.9 | 0.1 | -2
CCOC(=O)CSc1nc2c(c(=O)n(C)c(=O)n2C)n1Cc1ccccc1F | 1 | 14 | 2 | -0.066 | -2 | 0.6 | 0.9 | 0.1 | 10
CCN(CC)S(=O)(=O)c1ccc(Cl)c(C(=O)Oc2cccnc2)c1 | 8 | -6 | 0.078 | -0.83 | 1 | -0.41 | 1 | -0.3 | 2
O=S(=O)(c1ccccc1)c1nc(-c2ccco2)oc1N1CCCCCC1 | 19 | 7 | 6.6* | 0.97 | 2 | -0.38 | 1.1 | -0.8 | 1
CCOC(=O)N1CCN(C(=O)c2ccc3nc(SCc4ccc(F)cc4)n(C)c3c2)CC1 | 4 | 12 | x | 4* | 2 | -2.8* | 0.9 | -0.7 | -3
CCn1c(SCC(=O)Nc2nccs2)nnc1-c1cc2cccc(OC)c2o1 | 11 | 4 | -0.084 | -0.026 | -1 | -0.011 | 0.8 | -0.6 | 10
CC(C)c1nc(-c2c(N)n(C)c(=O)n(C)c2=O)sc1C(=O)C(C)(C)C | 18 | -23 | x | -0.059 | -2 | 0.49 | 0.9 | 0.6 | 1
COC(=O)C1=C(N)Oc2cc(C)n(Cc3cccnc3)c(=O)c2C1c1ccc(OC)c(OC)c1OC (configuration not stated) | 7 | -15 | -0.065 | -0.93 | 6 | 0.94 | 0.9 | -1.2 | 2
CCN(CC)CCCN1C(=O)C(=O)/C(=C(/O)c2ccc3c(c2)OCCO3)C1c1ccco1 (configuration not stated) | 9 | -13 | -0.31 | 0.033 | -1 | 0.37 | 0.8 | -0.3 | 2
c1ccc2c(c1)oc1c(NCCCn3ccnc3)ncnc12 | 4 | 1 | 0.59 | 0.036 | 3 | 0.094 | 0.8 | 0.5 | x
O=C(NCC1CCCO1)C1CCCN(c2ncccn2)C1 (configuration not stated) | 6 | -1 | 1.1 | -0.091 | 8 | 0.8 | 0.9 | -0.9 | -1

Seven compounds picked at random from those above:
SMILES | HEK293 NFkB inh | S1P1 ag pot | D1 mod | M1 agonist | Jurkat viability | M1 antagonist | TNAP act DEA | S1P3 ag | E coli RNAP
Cc1nnc2sc(-c3cc4ccccc4o3)nn12 | -3 | -7 | 1.5 | x | 7 | x | 0.9 | 0.1 | 5
O=C(Nc1ccc(N2CCN(C(=O)c3ccccc3)CC2)cc1)c1ccc(Br)o1 | 17 | 1 | 0.051 | 0.7 | 0 | -0.63 | 1 | -0.1 | 1
CCOC(=O)N1CCN(S(=O)(=O)c2cccs2)CC1 | 10 | x | 0.38 | -0.055 | 0 | -0.13 | 0.9 | -0.2 | 12
CCOc1ccc(-n2c(=O)c3sccc3n(CC(=O)NCc3ccco3)c2=O)cc1 | 16 | -4 | 0.05 | -0.035 | -9 | -0.2 | 0.9 | -0.3 | 5
O=C(COC(=O)C1c2ccccc2Oc2ccccc21)NC1CCS(=O)(=O)C1 (configuration not stated) | 8 | 13 | -0.02 | -0.05 | -3 | 1.3 | 0.9 | -0.8 | 11
CCN(C(=O)CSc1nc2nc(C)cc(C)n2n1)c1ccccc1 | 12 | 4 | -0.016 | 0.076 | -2 | -0.0026 | 0.9 | -1.8 | 0
CN(C)CC(C)(C)CNC(=O)C1CCN(Cc2ccccc2O)CC1 | 2 | 7 | -1.2 | 0.74 | 0 | 0.46 | 1 | 0.3 | -3

Next part.
SMILES | HEK293 NFkB inh | S1P1 ag pot | D1 mod | M1 agonist | Jurkat viability | M1 antagonist | TNAP act DEA | S1P3 ag | E coli RNAP
O=C(OC(C(=O)NCC1CCCO1)c1ccccc1F)c1ccco1 (configuration not stated) | 17 | -19 | x | 0.021 | -1 | 0.45 | 0.9 | 0.0 | 2
Cc1ccc(NC(=O)CCC(C(=O)O)N2C(=O)c3ccccc3C2=O)cc1 (configuration not stated) | 5 | -7 | 0.16 | 0.7 | 3 | 1.4 | 0.9 | -1.0 | 6
Cc1ccc(NC(=O)CCn2cnc3ccccc3c2=O)cc1Cl | 14 | -10 | 0.66 | 0.11 | 6 | -0.27 | 0.9 | -0.2 | 12
Nc1nc(OCC(F)(F)F)cc(Oc2ccccc2F)n1 | 12 | 3 | 8.7* | 0.34 | -1 | -0.86 | 0.9 | -1.3 | x
N#Cc1c(N)[nH]c(=S)c(C#N)c1-c1ccccc1 | 17 | -2 | 1.5 | -0.2 | -12 | 0.63 | 0.9 | -0.9 | x
CCOc1ccc(-c2nnn(CC(=O)Nc3cc(OC)cc(OC)c3)n2)cc1OCC | 15 | 5 | x | -0.38 | 1 | 0.018 | 1 | -1.5 | -2
CCOc1ccc(C2SCC(=O)N2c2c(C)n(C)n(-c3ccccc3)c2=O)cc1 (configuration not stated) | 10 | -14 | 0.026 | 0.095 | 0 | -0.27 | 1 | -1.0 | 2
Clc1ccc(CSc2nncn2-c2ccccn2)cc1 | 5 | -24 | 1.3 | -0.88 | 0 | 0.52 | 0.9 | -0.3 | 10
O=C(CCOc1ccccc1)Nc1ccc(S(=O)(=O)N2CCCC2)cc1 | 12 | 4 | 0.74 | 1.6 | -8 | 0.1 | 0.9 | 1.4 | 3
O=C(NCc1ccccc1)C1CCN(S(=O)(=O)N2CCOCC2)CC1 | 14 | 9 | -0.86 | 0.66 | 0 | 0.53 | 0.9 | -0.5 | 0
C=C(C)COc1ccc(-c2[nH]ncc2-c2ccccc2OC)c(O)c1 | 10 | 8 | 0.29 | 0.44 | 12 | 0.53 | 1.1 | 0.3 | 7
CN(C)c1cc(O)c(C(=S)Nc2ccccc2)c(N(C)C)c1 | -1 | 11 | 0.021 | 0.23 | 3 | -0.023 | 0.9 | -1.5 | 0
CC1(C)Cc2c(sc3nc(SCC(=O)NCc4ccco4)n(-c4ccccc4)c(=O)c23)CS1 | x | 9 | x | 0.92 | x | 0.34 | 0.9 | -3.7 | -28
